Screening data (PubChem BioAssay)
NR2E3 ag-1: NR2E3 (human) agonism. 0.12% of 320,000 active. inhibition of corepressor binding, % at 4.78 µM. Q9Y5X4. AID 2300. GST-NR2E3/biotin-RetCOR TR-FRET, 1536-well;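 active = percent inhibition above the cutoff of mean plus 3 SD of all tested compounds, set per screening campaign, cut at about 20% in these data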;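 also: 0% = DMSO wells and 100% = biotin wells as full block of FRET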
Target sequence (Q9Y5X4 whole entry, looked up): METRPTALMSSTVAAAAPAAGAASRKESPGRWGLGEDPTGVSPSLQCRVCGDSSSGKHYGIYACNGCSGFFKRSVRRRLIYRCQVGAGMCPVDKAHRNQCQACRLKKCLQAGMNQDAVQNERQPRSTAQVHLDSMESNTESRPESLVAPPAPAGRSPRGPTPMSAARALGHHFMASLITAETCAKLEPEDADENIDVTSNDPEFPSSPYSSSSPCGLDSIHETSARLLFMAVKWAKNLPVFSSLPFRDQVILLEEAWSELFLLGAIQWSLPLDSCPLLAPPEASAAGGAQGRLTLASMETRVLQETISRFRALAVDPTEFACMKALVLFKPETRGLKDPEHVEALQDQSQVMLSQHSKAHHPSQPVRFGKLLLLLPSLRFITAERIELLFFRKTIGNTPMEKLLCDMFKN
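System: GST-tagged NR2E3 plus biotinylated RetCOR corepressor; Amount: 1.35 nM GST-tagged NR2E3 final; Dosing: single nominal compound dose of 4.8 µM; Schedule: 5 h incubation at 4 °C; Technique: TR-FRET with europium anti-GST and streptavidin-D2, 340 nm excitation; Controls: biotin wells as high control, 0.6% DMSO wells as low control.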
PDI inh: blocks human protein disulfide isomerase activity | P07237 | PDI insulin aggregation turbidity, A650, 90 min | inhibition, % at 10 µM | 0.052% of 350,000 active | AID 588391;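 active = mean inhibition across replicates of 30% or more, whatever share of single replicates reach that level; inconclusive = mean inhibition below 30% while every single replicate reaches 30%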;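 also: absorbance from insulin aggregation driven by PDI reduction with DTT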
Target sequence (P07237 whole entry, looked up): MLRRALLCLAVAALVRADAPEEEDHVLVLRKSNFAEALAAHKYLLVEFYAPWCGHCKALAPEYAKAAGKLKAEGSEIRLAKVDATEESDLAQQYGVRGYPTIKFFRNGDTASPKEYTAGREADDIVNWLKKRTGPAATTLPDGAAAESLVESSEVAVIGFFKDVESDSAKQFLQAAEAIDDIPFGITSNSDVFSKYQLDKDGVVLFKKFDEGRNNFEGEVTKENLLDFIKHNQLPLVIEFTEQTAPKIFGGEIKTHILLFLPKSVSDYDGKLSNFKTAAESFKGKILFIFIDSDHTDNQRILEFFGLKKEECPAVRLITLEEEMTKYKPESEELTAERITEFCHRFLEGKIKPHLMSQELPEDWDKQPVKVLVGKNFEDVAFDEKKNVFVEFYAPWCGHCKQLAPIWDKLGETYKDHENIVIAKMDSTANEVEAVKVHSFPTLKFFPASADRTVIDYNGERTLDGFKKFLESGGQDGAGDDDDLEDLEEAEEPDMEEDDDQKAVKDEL
Vif imaging: blocks HIV Vif function; HEK293T cells, Vif self-association by quenched fluorescence, imaging, 24 h; inhibition, % at 7.49 µM; 0.35% of 340,000 active; in the data active = inhibition above about 50%, passing the limit was not always enough; inconclusive = no clear call, values can overlap the other calls; inactive = below about 31%; also: some results filed as inactive read as strong as hits
hiPSC survival: enhancers of human iPSC single-cell survival. AID 602274. 0.044% of 360,000 active. survival enhancement, % at 20 µM. hiPSC single-cell survival, ATPlite luminescence; 100% = ROCK inhibitor wells, 0% = DMSO; in the data active = survival enhancement above about 18%;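 also: cells exposed to compounds for 16 hours before the ATP read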
HIF-2a inh: inhibitors of HIF-2a; 786-0 RCC cells HIF-2a reporter, luciferase luminescence, overnight; inhibition, % at 18.8 µM; 0.72% of 360,000 active; AID 624352;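 active = inhibition of the luminescence signal of 40% or more relative to plate controls, in a single-dose primary screen at 18.75 µM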
MITF TRPM1 inh: MITF TRPM1 promoter inhibition in SK-MEL-5 cells | 0.83% of 330,000 active | inhibition, % at 12.5 µM | SK-MEL-5 TRPM1 promoter luciferase, 24 h;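 active = mean inhibition across replicates of 60% or more, whatever share of single replicates reaches that level; inconclusive = some that reach 60%, reason not given; inactive = mean inhibition across replicates below 60%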; also: values of inactives mirror those of a sister screen read the other way
aDG glyco up: increases alpha dystroglycan glycosylation. Pro5-aDG cells, alpha-DG glycosylation AlphaScreen (IIH6); 0% Pro5, 100% B10-LARGE cell signal. activation, % at 10 µM. 0.22% of 360,000 active. AID 624168;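 active = activation of at least 8% versus controls, or a plate z-score of at least 8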;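 also: Pro5 are CHO cells carrying HIG-tagged alpha-DG that lacks glycosylation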
Peg3 prom inh: inhibitors of Peg3 promoter | AID 588405 | 1.7% of 360,000 active | HeLa PEG-Prom luciferase reporter, luminescence, overnight | inhibition, % at 20 µM;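 active = inhibition of at least 50% at 20 µM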
Exocytosis inh: blocks lytic granule exocytosis; TALL-104 LAMP-1 surface exposure, flow cytometry; cells stimulated with thapsigargin and PMA; inhibition, % at 10 µM; 0.66% of 360,000 active;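 active = inhibition above about 55%, limit read from the data; inconclusive = no clear call, values can overlap the other calls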
NR2E3 ag-2: human photoreceptor-specific nuclear receptor agonism; CHO-S Gal4-NCOR/VP16-NR2E3 two-hybrid, luciferase; inhibition of corepressor binding, % at 3.98 µM; AID 602229; 0.35% of 360,000 active; Q9Y5X4;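 active = inhibition above the mean of all tested compounds plus 3 SD, cut at about 70% in these data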;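 also: 0% = DMSO with NR2E3 transfected cells and 100% = cells lacking NR2E3 construct; higher means lower luciferase signal from less NR2E3 corepressor binding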
CaV13 ICDI inh: Primary screen for inhibitors of IQ motif and Ca2+-dependent inactivation inhibitor domain binding in CACNA1D, Förster resonance energy transfer in living cells, …. HEK cells, CFP/YFP FRET ICDI-IQ, plate reader, 10 min; percent FRET-ratio fall versus neutral wells. inhibition, % at 12.3 µM. 0.098% of 340,000 active;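 active = mean replicate inhibition of at least 30% and at least 1% of replicates passing that level; inconclusive = only one of the two criteria is met; inactive = neither criterion is met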;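 also: 0% = median of the neutral control wells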
The depositor's hits bear a star; u = inconclusive; x = no result given.

SMILES	NR2E3 ag-1	PDI inh	Vif imaging	hiPSC survival	HIF-2a inh	MITF TRPM1 inh	aDG glyco up	Peg3 prom inh	Exocytosis inh	NR2E3 ag-2	CaV13 ICDI inh
Cc1ccc(C(=O)CSc2nnnn2-c2ccccc2)o1	0	1	-11	1.2	-72	-34	-0.5	-81	0	-16	-2
CC1(C)SC(C)(C)N(C=O)C1C(=O)O (stereo unspecified)	x	-1	8	3.7	1	10	0.1	3	15	-8	-15
C#CCN(C[C@@H]1[C@@H](OC(=O)NC2CCCC2)[C@@H](OC(=O)NC2CCCC2)Cn2c(=O)ccc(=O)n21)S(=O)(=O)c1ccc(C)cc1	x	0	1	-1.8	97*	x	-0.4	96*	-4	9	-3
Nc1c(C(=O)NCCN2CCOCC2)c2nc3ccccc3nc2n1-c1cccc(F)c1	5	6	7	0.2	14	-27	-0.3	26	-1	3	x
CCOc1ccc(NC(=O)CN(C)C(=O)c2cc(S(=O)(=O)N3CCCCCC3)ccc2OC)cc1OCC	1	12	15	-0.5	9	5	-0.4	4	0	-6	-6
C[C@]12CS(=O)(=O)C[C@H]1SC(=S)N2c1ccccc1	0	-2	-14	-0.1	16	8	-0.2	7	2	-19	-15
Nn1c(SCC(=O)Nc2ccc3c(c2)OCO3)nnc1-c1ccccc1	2	0	1	1.0	-40	5	0.3	-33	-3	3	-9
CC(C)CC(=O)Nc1cccc(-c2nc3ncccc3o2)c1	-1	0	-13	0.6	-28	-17	0.2	-45	8	2	-21
Cc1ccc(O)c(C(=O)c2cnc3c(c2)c(=O)n(C)c(=O)n3C)c1	1	13	4	0.6	13	7	-0.2	-4	-1	-12	-4
Oc1ccccc1-c1cnc2cccnn12	x	-5	-9	-0.8	-43	x	0.3	-68	-2	-17	-5
N=c1ncn(C2OC(CO)C(O)C2O)c2nc(Br)[nH]c12 (stereo unspecified)	x	-1	x	0.1	9	x	0.4	-1	5	-17	-8
O=C(NCCCO)/C(=C\c1ccco1)NC(=O)c1ccc(Br)o1	-2	-1	1	1.6	-16	1	-0.1	-10	0	-23	-4
COc1ccccc1NS(=O)(=O)c1ccc(NC(=O)c2ccncc2)cc1	-2	-27	-7	-0.6	20	16	1.3	12	-1	0	-5
Cc1cccc(-n2nnnc2SC(C)C(=O)NCCC2=CCCCC2)c1 (stereo unspecified)	-3	0	x	0.9	6	9	-0.2	12	-1	17	x
O=C(Cn1c(=O)n(-c2ccc(F)cc2)c(=O)c2sccc21)NC1CCCCC1	1	-5	1	0.4	13	3	0.4	-5	4	-11	-5
CCOC(=O)C1=C(C)NC(=O)NC1c1ccc(OCC(N)=O)cc1 (stereo unspecified)	-2	-3	-4	-1.7	12	-8	0.0	2	1	-4	x

Part of the list above, field by field.
compound: Oc1ccccc1-c1cnc2cccnn12
  NR2E3 ag-1: x; PDI inh: -5; Vif imaging: -9; hiPSC survival: -0.8; HIF-2a inh: -43; MITF TRPM1 inh: x; aDG glyco up: 0.3; Peg3 prom inh: -68; Exocytosis inh: -2; NR2E3 ag-2: -17; CaV13 ICDI inh: -5

compound: N=c1ncn(C2OC(CO)C(O)C2O)c2nc(Br)[nH]c12 (stereo unspecified)
  NR2E3 ag-1: x; PDI inh: -1; Vif imaging: x; hiPSC survival: 0.1; HIF-2a inh: 9; MITF TRPM1 inh: x; aDG glyco up: 0.4; Peg3 prom inh: -1; Exocytosis inh: 5; NR2E3 ag-2: -17; CaV13 ICDI inh: -8

Next section:
SMILES	NR2E3 ag-1	PDI inh	Vif imaging	hiPSC survival	HIF-2a inh	MITF TRPM1 inh	aDG glyco up	Peg3 prom inh	Exocytosis inh	NR2E3 ag-2	CaV13 ICDI inh
CN(C)c1ccc(NC(=O)CN2CCN(c3ccc(F)cc3)CC2)cc1	3	15	7	0.9	10	6	0.0	11	1	14	-6
CCc1ccc(N(C(=O)CCC(=O)Nc2cc(C)on2)C(C(=O)NC2CCCC2)c2ccco2)cc1 (stereo unspecified)	-3	0	-22	2.4	10	4	0.1	25	2	-2	-4
Cc1ccc(S(=O)(=O)NC2CC3CCC2C3)cc1 (stereo unspecified)	2	0	-5	0.7	20	x	0.1	-3	-4	-21	-4
CCNC(=O)COC(=O)c1sccc1C	0	1	-4	0.1	0	-2	-0.2	2	-1	-8	3
CN(Cc1ccccc1)C(=O)CN1C(=O)NC2(CCCCCCC2)C1=O	-1	8	-2	-0.3	-5	-3	1.5	-8	-2	9	-1
Cc1ccc(C(=O)NCC(C)NC(=O)c2ccc(C)c(C)c2)cc1C (stereo unspecified)	-11	-10	3	0.6	17	-4	0.0	22	-3	-10	-5
CCCc1nc2nc(C)c(NS(=O)(=O)c3ccc(Cl)cc3)c(=O)n2[nH]1	3	1	32	0.9	9	-10	0.0	9	14	6	-8
O=C1N=C(N2CCOCC2)S/C1=C1\C(=O)N(Cc2ccccc2)c2ccccc21	1	1	-1	-4.3	-110	-71	0.1	-226	0	0	-2

Arranged by value in Vif imaging (high to low): 3 of the compounds above.
SMILES,NR2E3 ag-1,PDI inh,Vif imaging,HIF-2a inh,MITF TRPM1 inh,aDG glyco up,Peg3 prom inh,Exocytosis inh,NR2E3 ag-2,CaV13 ICDI inh
CN(C)c1ccc(NC(=O)CN2CCN(c3ccc(F)cc3)CC2)cc1,3,15,7,10,6,0.0,11,1,14,-6
CCNC(=O)COC(=O)c1sccc1C,0,1,-4,0,-2,-0.2,2,-1,-8,3
CCc1ccc(N(C(=O)CCC(=O)Nc2cc(C)on2)C(C(=O)NC2CCCC2)c2ccco2)cc1 (stereo unspecified),-3,0,-22,10,4,0.1,25,2,-2,-4

(more compounds)
SMILES	NR2E3 ag-1	PDI inh	Vif imaging	hiPSC survival	HIF-2a inh	MITF TRPM1 inh	aDG glyco up	Peg3 prom inh	Exocytosis inh	NR2E3 ag-2	CaV13 ICDI inh
COc1ccc(S(=O)(=O)NC(C)C(=O)NCc2ccccn2)cc1OC (stereo unspecified)	0	-8	-4	0.3	1	-2	-0.1	3	5	-4	-7
O=C(c1nc2ccccn2c1CNCCCn1ncc2ccccc21)N1CCCC1	4	13	15	-0.2	12	17	-0.2	5	-2	3	-7
COc1cccc(C=Nc2cccc3c(=O)[nH][nH]c(=O)c23)c1O	2	-6	-1	-2.9	-242	-4	-0.2	-119	-1	-27	-11
O=C(COC(=O)/C=C/c1ccccc1)NCc1cccs1	3	14	10	2.1	6	-3	0.0	0	0	-3	-2
CN(C)c1ccc(CNS(=O)(=O)c2csc(C(N)=O)c2)cc1	3	-5	-2	0.1	7	5	0.0	12	-9	3	-7
COc1cccc(NC(=O)CN(C)CC(=O)Nc2ccc(C)c(S(=O)(=O)N3CCOCC3)c2)c1	x	-2	-4	1.1	15	1	0.0	13	-8	16	-6
Cc1cccc(/C=N/n2c(-c3ccco3)n[nH]c2=S)c1	1	4	u	-0.4	22	4	-0.2	10	-3	-5	-4
Fc1cccc(NC(=S)NCc2cccnc2)c1	4	-16	-7	2.3	18	1	0.0	9	-3	-28	-5
CCN1CCN(C(=O)C2CCC(CNS(=O)(=O)c3ccccc3)CC2)CC1 (stereo unspecified)	0	3	-1	2.3	-2	1	-0.1	0	1	-9	-7
COc1cccc(N2CC(NS(=O)(=O)c3ccc(Cl)cc3)CC2=O)c1 (stereo unspecified)	-6	6	-9	-0.2	7	-1	0.2	-8	3	-8	-7
N#Cc1ccccc1COc1ccc(/C=C/C(=O)O)cc1	-1	-1	-7	0.7	87*	55	0.8	10	-3	-12	-24
Cc1cccc(N2C(=O)/C(=C/c3cccnc3)SC2=S)c1	2	-3	-10	-0.8	6	-9	-0.1	7	6	-6	-5
COc1ccc(/C(O)=C/C(=O)C(=O)NNC(=O)c2ccccc2)cc1	-1	5	-1	-0.7	-14	0	-0.1	-16	0	-35	-21
Cc1ccc(/C=C/C(=O)O)cc1S(=O)(=O)NCC1CCCO1 (stereo unspecified)	-3	2	9	3.4	14	-2	0.1	-7	-2	-2	4
Cc1cc(C)c(NC(=O)CNC(=O)c2ccccc2SCC(=O)N2CCCC2)c(C)c1	1	4	-6	-0.1	7	-7	0.3	7	-1	-13	-5
Cc1cc(Cl)cc(C)c1OCC(=O)N1CCN(c2ncccn2)CC1	0	7	-1	-0.4	3	-7	0.0	6	0	1	-2
CN(CCOC(=O)c1ccc2c(c1)OCO2)C(C)(C)C	1	-3	1	-0.3	6	-3	-0.1	1	2	-23	14
O=C(O)c1ccc(S(=O)(=O)c2ccc([N+](=O)[O-])cc2[N+](=O)[O-])cc1	0	1	5	-0.5	18	11	0.0	-7	-6	-5	-3
COc1cc(OC)cc(-c2nnc(SCc3c(F)cccc3Cl)o2)c1	2	2	-7	-0.2	-242	-75	0.4	-254	14	-79	-9
COc1cc(N=C2C(=O)N3c4c(cccc42)C(C)=CC3(C)C)cc(OC)c1	0	-11	2	-2.8	8	-1	0.4	15	0	4	-5
Cc1ccc(C(=O)Nc2nc3ccccc3c(=O)s2)cc1	23*	-4	x	-2.0	-311	-44	0.1	-228	18	6	-5
CCOC(=O)c1ccc(CNCc2ccccc2)cc1	3	3	-13	-1.9	-167	-57	0.0	-128	4	-30	-3
COc1ccc(C2CC(C(F)(F)F)n3nc(C(=O)NCc4cn(C)nc4C)c(Cl)c3N2)cc1 (stereo unspecified)	5	-3	-20	1.7	19	7	0.1	26	-1	36	-8
CC(C)C(=O)Nc1ccc(N2CCN(C(=O)c3cccs3)CC2)cc1	3	-5	6	-1.5	10	5	-0.1	-3	-4	-8	-5
O=C(NCCCn1ccnc1)C1CCN(S(=O)(=O)c2cc([N+](=O)[O-])ccc2Cl)CC1	x	-2	2	-1.4	-8	-2	-0.2	-3	-3	-15	-10
